WT yeast gro inh = growth inhibition of WT yeast, mitochondrial fusion screen; mitochondrial fusion phenotypic screen, WT strain; AID 1362; inhibition, % at 10 µM; 190,000 tested, 2.1% active; in the data active means inhibition above about 58%; tested in S. cerevisiae
Myeloid diff 2 = promotes myeloid progenitor differentiation; 360,000 tested, 1% active; calls only at 10 µM; ER-HoxA9 myeloid progenitors, lysozyme-GFP differentiation, flow cytometry;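 active means normalized GFP-positive differentiation at or above the plate's own cutoff, the solvent-only control mean plus 3 SD; inconclusive means no clear call, values can overlap the other calls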;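 further: cells exposed to compound for four days before flow analysis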
T cell HTS = modulates CD8 T cell binding to vesicles; 2C CD8+ T cell-vesicle binding, flow cytometry; active compounds read low; calls only at 7 µM; 330,000 tested, 0.068% active;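 active means response, share of CD8 T cells binding vesicles, and their 90th percentile fluorescence all below set limits, cut at about 80% in these data, passing the limit was not always enough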
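Material: murine 2C transgenic CD8+ T lymphocytes / Also added: QL9-peptide-loaded Drosophila micro-vesicles bearing Ld, ICAM-1 and B7-1 / Schedule: binding step 1.5 h, 37 °C, antibody labelling 20 min, ice / Signal: flow cytometry, PE anti-B7-1 (FL2) versus Alexa647 anti-CD8 (FL8), PFA-fixed / Evaluation: percent CD8+ FL2 mean versus row control / Benchmarks: naked versus QL9-loaded vesicles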
Autophagy HCS = alters autophagy in cells; 190,000 tested, 0.98% active; MEF GFP-LC3 puncta imaging; test concentration mostly 10 µM; calls only at 10 µM (by protocol);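 active means percentage of spot-positive cells more than 3 SD above its plate mean, without a fluorescence outlier flag or 80% toxicity; inconclusive means no clear call, values can overlap the other calls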;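 further: spot-positive cell cutoff set from DMSO-treated cells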
West Nile antiviral = inhibition of WNV-induced cytopathic effect – cell-based, CPE readout (AID 1621); CPE inhibition, % at 10 µM, or IC50 in µM where a hit was titrated; 290,000 tested, 0.02% active; West Nile virus-infected cells, CPE inhibition; higher % means a stronger effect; in the data active means a potency from the dose series; inconclusive means CPE inhibition mostly from about 3.7% at the one dose, without a potency; inactive means the rest, 99 in 100 with CPE inhibition below about 2.2%; further: strong numbers were not always called active
Lipid droplet = modulators of hepatic lipid droplet formation | inhibition, % at 6.5 µM | AML12 mouse hepatocytes, oleate lipid droplets, BODIPY imaging | 240,000 tested, 0.4% active;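 active means lipid droplet intensity inhibited by at least 50%, with more than 500 cells counted; inconclusive means wells with under 300 cells, treated as cytotoxic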
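Material – mouse AML12 hepatocyte cell line, fixed after treatment · Compound dosing – one dose, 6.5 µM compound · Times – compound with oleate, overnight · Measured by – Image-based BODIPY and DAPI two-channel analysis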
MT stabilize HCS = microtubule stabilizers in HeLa cells; HeLa tubulin immunostaining HCS, 24 h; share of cells brighter than vehicle mean+2SD; % tubulin-high responders, % at 10 µM; 200,000 tested, 0.83% active; AID 2205;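 active means plate Z-score above 3 for both tubulin-high and condensed-nucleus cell shares, with cell loss under 80%, at 10 µM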;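 further: anti alpha tubulin signal scored within the nucleus-defined area of each cell; some results filed as inactive read as strong as hits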
Ins promoter up = MIN6 insulin promoter up-regulation; MIN6 insulin promoter-GFP reporter, high-content imaging; active compounds read high; 190,000 tested, 0.3% active; z-score at 5 µM;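 active means z-score above 3 at 5 µM with at least 500 cells counted in the well; inconclusive means wells under 500 cells, flagged as cytotoxic or low count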
b-catenin transl = beta-catenin nuclear translocation modulation | AID 1665 | 190,000 tested, 0.3% active | HeLa beta-catenin nuclear translocation, immunofluorescence imaging | nuclear translocation activity, % at 5 µM;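 active means nuclear translocation activity above 50% at 5 µM, with a well cell count of 50 or more; inconclusive means wells under 50 cells across six images, flagged as toxic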;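 further: per-cell ratio of nuclear to cytoplasmic median beta-catenin stain intensity; plate controls were DMSO negative control for no effect and GSK-3 inhibitor IX positive control for full effect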
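Assay system: human HeLa cells, native beta-catenin; doses: 5 µM primary, 0.02–20 µM confirmation; incubation: compound treatment 24 h, 37°C, 5% CO2; technique: fluorescence imaging of beta-catenin antibody stain plus DAPI; measure: % activation, nuclear-to-cytoplasmic median beta-catenin signal ratio per cell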
WT yeast gro inh mutant strain = further read-out of WT yeast gro inh, marked with its call; inhibition, %; mitochondrial fusion phenotypic screen, mutant strain inhibition
Ins promoter up cell count = also measured in Ins promoter up; calls as there; cell count; measured here: cytotoxicity, nuclei count;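 total cells summed across four imaged fields per well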
Lipid droplet cells 6.5 µM = recorded beside Lipid droplet, whose call it bears; cell count; measured here: cell count, cytotoxicity flag;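 cells counted across two imaged fields per well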
b-catenin transl cell count 5 µM = recorded beside b-catenin transl, whose call it bears; cell count; measured here: cell count, cytotoxicity flag
T cell HTS vesicle-bound % = recorded beside T cell HTS, whose call it bears; double positive events, %; measured here: CD8+ vesicle-bound cell fraction;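 binding gate set so that unloaded-vesicle control wells show 10% double positive cells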
MT stabilize HCS Hoechst-high % = also measured in MT stabilize HCS; calls as there; % Hoechst-high responders; measured here: nuclear condensation Hoechst responders;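 share of cells brighter than vehicle mean plus two SD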
MT stabilize HCS cytotoxicity % = recorded beside MT stabilize HCS, whose call it bears; toxicity, %; measured here: cytotoxicity by cell density;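 0% = mean cell density of plate MIN control wells and 100% = no cells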
Autophagy HCS cell loss 18 h = recorded beside Autophagy HCS, whose call it bears; toxicity, %; measured here: cell loss, nuclei count;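 cell loss after 18 h compound exposure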
Myeloid diff 2 GFP+ MAC1+ % = second read-out of Myeloid diff 2, no call of its own (marks repeat the call); GFP+ MAC1+ double positive, %; measured here: differentiation confirmed by MAC1 staining
Numbers without * were called inactive; i = inactive; ? = inconclusive; . = no result given. Rows are unselected. Share with any hit: about 3.9%.

SMILES	WT yeast gro inh	WT yeast gro inh mutant strain	Myeloid diff 2	Myeloid diff 2 GFP+ MAC1+ %	T cell HTS	T cell HTS vesicle-bound %	Autophagy HCS	Autophagy HCS cell loss 18 h	West Nile antiviral	Lipid droplet	Lipid droplet cells 6.5 µM	MT stabilize HCS	MT stabilize HCS Hoechst-high %	MT stabilize HCS cytotoxicity %	Ins promoter up	Ins promoter up cell count	b-catenin transl	b-catenin transl cell count 5 µM
Cc1ccccc1NC(=S)N(CCCN1CCOCC1)Cc1ccccn1	14	-5	i	0.0	i	53	i	1	-0.9%	0	659	6.7	1.3	5.2	-0.64	1462	-0.1	1119
CC(C)OCCCNC(=O)CNC(=O)c1ccc(Cl)c(Cl)c1	16	3	i	0.3	i	50	i	22	0.7%	5	691	5.4	1.7	4.1	-0.5	1229	-1.1	1091
CCOc1ccc(N2CC(C(=O)NCCN3C(=O)S/C(=C\c4ccc(OC)cc4)C3=O)CC2=O)cc1 (stereo unspecified)	-3	-2	i	0.3	i	60	i	-1	-1.0%	-10	616	3.5	3.1	9.1	-0.94	1489	-0.8	1084
Cn1nc([N+](=O)[O-])nc1Oc1ccc(C(C)(C)C)cc1	-7	4	i	0.1	i	44	i	3	-0.7%	-4	643	3.1	2.3	4.6	-0.12	1415	0.4	927
CSCCC(NC(=O)c1ccc(Cl)cc1Cl)C(=O)NNC(=O)c1csc(N2CCOCC2)n1 (stereo unspecified)	.	.	i	1.5	i	24	.	.	-0.3%	-1	802	.	.	.	.	.	.	.
Cc1c(CN2CCC(C)CC2)c(=O)n(-c2ccccc2)n1C	3	7	i	7.3	i	38	i	-45	0.5%	.	.	2.7	2.1	9.2	-0.43	1128	-4.3	918
Cc1ccc(Cl)cc1NC(=S)NCc1cccn1C	7	14	i	1.0	i	46	i	3	-0.1%	-21	620	3.2	2.0	9.0	-0.86	1502	0.2	1121
CSc1sc(C(=O)N(C)C)cc1S(=O)(=O)C(C)C	.	.	i	0.3	i	28	.	.	0.1%	6	653	.	.	.	0.69	909	2.4	1278
CC(=O)c1c(C)[nH]c(C(=O)CSc2ccc(F)cc2)c1C	.	.	i	0.1	i	46	.	.	-1.2%	0	711	.	.	.	-0.74	1385	1.1	1291
O=C(CSC(=S)N1CCCC1)NCC(=O)Nc1ccc(F)c(F)c1	.	.	?	.	i	43	.	.	-0.1%	1	713	.	.	.	.	.	.	.
COC(=O)CNS(=O)(=O)c1ccc(C)cc1	17	8	i	1.1	i	44	i	-15	0.6%	13	773	1.8	1.4	4.8	0.04	1068	.	.
CCCNC(=O)c1cc2nc(-c3ccccc3)cc(C(F)(F)F)n2n1	-6	-11	i	5.4	i	45	i	-7	-0.1%	-2	786	3.8	2.2	6.7	.	.	3.9	456
CC(C(=O)NC1CCCC1)N1C(=O)c2cccc3cccc1c23 (stereo unspecified)	.	.	i	1.0	i	10	.	.	-0.7%	-8	882	.	.	.	.	.	.	.
CC(=O)Nc1ccc(S(=O)(=O)NCc2csc(-c3cccnc3)n2)cc1	5	-4	i	0.8	i	41	i	-7	0.3%	2	708	2.5	2.3	4.6	0.06	1212	.	.
CCOC(=O)C1=C(CN2CCCCCC2)NC(=O)NC1c1cccc([N+](=O)[O-])c1 (stereo unspecified)	-5	1	i	1.1	i	56	i	30	-1.0%	16	664	3.1	1.2	5.8	0.23	1201	-1.9	1102
O=C(c1nc2nc(-c3ccc(Cl)cc3)cc(C(F)(F)F)n2n1)N1CCOCC1	-8	-1	i	0.6	i	23	i	4	-0.5%	.	.	1.4	1.7	15	-0.68	1252	-4.5	691
COc1ccc(CCNc2nc(-c3cccnc3)cs2)cc1OC	32	-10	i	0.9	i	23	i	-25	0.2%	.	.	2.6	1.8	5.2	.	.	.	.
Cc1cc(NC(=O)Cn2nnc(-c3ccccc3N)n2)no1	3	6	i	0.8	i	50	i	3	-0.3%	6	578	4.5	1.9	0.1	-0.09	1235	2.1	723
C=CCn1cc(C(=O)NCc2cccnc2)c(=O)c2cc(S(=O)(=O)N(CC)CC)ccc21	-4	1	i	3.4	i	60	i	-5	1.2%	.	.	4.3	1.4	9.2	-0.41	855	.	.
Cc1ccc(NS(=O)(=O)c2ccc(NC(=O)c3cccs3)cc2)c(C)c1	3	-4	i	1.4	i	34	i	3	-1.3%	-25	635	1.6	1.6	3.3	0.21	1210	0.4	510
Cc1c(C)c2ccc(OCC(=O)N3CCN(C(=O)C4COc5ccccc5O4)CC3)cc2oc1=O (stereo unspecified)	.	.	i	6.3	i	6	.	.	-0.2%	-21	702	.	.	.	.	.	.	.
CN1CCN(c2nc3ccccc3nc2C(C#N)S(=O)(=O)c2ccccc2)CC1 (stereo unspecified)	.	.	.	.	i	29	.	.	11%	-16	639	.	.	.	0.02	1034	0.6	1219
CCN(Cc1ccccc1)c1ccc(N=Nc2nn(C)c(C)c2[N+](=O)[O-])cc1	34	-19	i	0.4	i	32	i	3	-1.0%	15	567	6.4	2.5	6.2	.	.	-1.3	1004
O=C1NC(=O)/C(=C\c2ccc(Oc3ccc([N+](=O)[O-])cn3)cc2)S1	15	-16	i	0.4	i	42	i	-16	-0.5%	-6	542	2.8	3.2	6.5	0.2	1350	2.8	889
COc1ccc(C(=O)NC(=S)N(C)C2CCCCC2)cc1	.	.	?	.	i	28	.	.	-0.6%	36	692	.	.	.	.	.	.	.

Continued:
SMILES	WT yeast gro inh	WT yeast gro inh mutant strain	Myeloid diff 2	Myeloid diff 2 GFP+ MAC1+ %	T cell HTS	T cell HTS vesicle-bound %	Autophagy HCS	Autophagy HCS cell loss 18 h	West Nile antiviral	Lipid droplet	Lipid droplet cells 6.5 µM	MT stabilize HCS	MT stabilize HCS Hoechst-high %	MT stabilize HCS cytotoxicity %	Ins promoter up	Ins promoter up cell count	b-catenin transl	b-catenin transl cell count 5 µM
COc1ccc(N2CCN(C(CNS(=O)(=O)c3ccc4c(c3)OCCO4)c3ccco3)CC2)cc1 (stereo unspecified)	21	-8	i	0.7	i	3	i	3	-0.7%	-26	507	1.3	2.9	11	0.57	1347	-1.7	1077
NC(=O)c1ccc(N2CCCCC2)c(N2C(=O)C3CC=CCC3C2=O)c1 (stereo unspecified)	84*	-0.5*	i	0.4	i	13	i	4	0.0%	.	.	3.8	1.4	0.7	0.06	1587	-0.4	1445
CCC(C)NC(=O)C1CCN(S(=O)(=O)N2CCOCC2)CC1 (stereo unspecified)	-2	17	i	0.6	i	57	i	2	0.4%	8	677	2.0	2.4	5.8	0.69	1197	-0.9	1076
O=C(CCCn1c(=O)[nH]c2ccccc2c1=O)NCCSCc1ccccc1	15	-1	i	0.5	i	40	i	4	0.8%	-15	640	2.8	1.7	5.5	0.26	1072	0.3	1374
Cc1ccc(C)c(C(=O)NC(C)c2ccc(-n3ccnc3)cc2)c1 (stereo unspecified)	.	.	i	1.7	i	11	.	.	-0.8%	6	805	.	.	.	.	.	.	.
Cn1c(=O)c2c(nc(N3CCCCCC3)n2CC(O)COc2ccc(Cl)cc2)n(C)c1=O (stereo unspecified)	16	-8	i	0.9	i	46	i	10	-0.1%	.	.	3.9	4.4	11	-0.02	1313	-4.0	942
COc1ccc(CN2CCNC(=O)C2CC(=O)N2CCCCO2)c(OC)c1 (stereo unspecified)	15	0	i	0.0	i	24	i	18	-1.1%	-2	717	1.6	1.3	5.3	.	.	-0.7	966
Nc1ncnc2c1nc(SCCO)n2Cc1ccccc1	2	-3	i	0.1	i	24	i	23	0.6%	-9	696	2.5	2.1	2.9	-0.57	1361	3.9	1081
COc1ccc(OC)c(-c2csc(NC(=O)c3ccc4c(c3)OCO4)n2)c1	26	15	i	0.2	i	42	i	-9	-0.2%	-9	680	3.4	5.0	8.3	-1.1	1348	0.3	1136
Cc1cc(OC(C)C(=O)NCC2CCCO2)cc(C)c1Cl (stereo unspecified)	.	.	i	2.1	i	8	.	.	0.7%	-12	835	.	.	.	.	.	.	.
O=C1C(=O)N(CCCO)C(c2ccccc2)/C1=C(\O)c1ccc(Br)cc1 (stereo unspecified)	.	.	i	0.4	i	66	.	.	0.1%	-1	780	.	.	.	.	.	.	.
CC1CCCN(C(=O)C2c3ccccc3C(=O)N3CCc4ccccc4C23)C1 (stereo unspecified)	-15	-4	i	1.0	i	45	i	11	1.2%	.	.	2.6	1.3	7.2	-0.78	1451	-0.2	1426

For convenience, some entries already given.
SMILES	WT yeast gro inh	WT yeast gro inh mutant strain	Myeloid diff 2	Myeloid diff 2 GFP+ MAC1+ %	T cell HTS	T cell HTS vesicle-bound %	Autophagy HCS	Autophagy HCS cell loss 18 h	West Nile antiviral	Lipid droplet	Lipid droplet cells 6.5 µM	MT stabilize HCS	MT stabilize HCS Hoechst-high %	MT stabilize HCS cytotoxicity %	Ins promoter up	Ins promoter up cell count	b-catenin transl	b-catenin transl cell count 5 µM
Cc1cc(OC(C)C(=O)NCC2CCCO2)cc(C)c1Cl (stereo unspecified)	.	.	i	2.1	i	8	.	.	0.7%	-12	835	.	.	.	.	.	.	.
O=C1C(=O)N(CCCO)C(c2ccccc2)/C1=C(\O)c1ccc(Br)cc1 (stereo unspecified)	.	.	i	0.4	i	66	.	.	0.1%	-1	780	.	.	.	.	.	.	.
CC1CCCN(C(=O)C2c3ccccc3C(=O)N3CCc4ccccc4C23)C1 (stereo unspecified)	-15	-4	i	1.0	i	45	i	11	1.2%	.	.	2.6	1.3	7.2	-0.78	1451	-0.2	1426

Compound activity: PubChem, several laboratories
